Source: PubChem BioAssay
POLI inh: blocks human DNA polymerase iota activity; hit rate 1% among 390,000; Pol iota fluorescent replication assay, 10 min; Potency, µM (highest dose often 115 µM), for inactives: at the top dose activity, negative = inhibition, hits mostly inhibitors; AID 588590; Q9UNA4; also: potency is read from the fitted curve at half-maximal effect
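Pol iota at 10 nM preincubated 15 min with compounds at room temperature; reaction started with fluorescent substrate, 50 nM final. Fluorescence read kinetically at 0 and 10 min; buffer-only wells as negative control.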
BLM helicase inh: inhibitors of human Bloom syndrome helicase BLM. P54132. hit rate 0.2% among 350,000. recombinant BLM DNA unwinding, fluorescence dequenching. Potency, µM (titrated, usually from 56.1 µM), inactives show at the top dose activity change, negative = inhibition, hits mostly inhibitors. AID 2528;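 also: potency is read from the fitted curve at half-maximal effect; plate controls were vehicle for no effect and no enzyme for full effect; nearly all actives have a fitted effect of over 35% in size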
Pol kappa inh: blocks human DNA polymerase kappa activity. purified Pol kappa, fluorescent DNA synthesis assay, 10 min. Potency, µM (series often up to 107 µM), for the others: at the highest dose activity, negative = inhibition, most hits filed as inhibitors. hit rate 0.53% among 400,000. AID 588579; also: potency is read from the fitted curve at half-maximal effect; % is scaled to controls: 0 for no effect and ±100 for the full control effect
Target sequence (Q9UBT6 whole entry, looked up): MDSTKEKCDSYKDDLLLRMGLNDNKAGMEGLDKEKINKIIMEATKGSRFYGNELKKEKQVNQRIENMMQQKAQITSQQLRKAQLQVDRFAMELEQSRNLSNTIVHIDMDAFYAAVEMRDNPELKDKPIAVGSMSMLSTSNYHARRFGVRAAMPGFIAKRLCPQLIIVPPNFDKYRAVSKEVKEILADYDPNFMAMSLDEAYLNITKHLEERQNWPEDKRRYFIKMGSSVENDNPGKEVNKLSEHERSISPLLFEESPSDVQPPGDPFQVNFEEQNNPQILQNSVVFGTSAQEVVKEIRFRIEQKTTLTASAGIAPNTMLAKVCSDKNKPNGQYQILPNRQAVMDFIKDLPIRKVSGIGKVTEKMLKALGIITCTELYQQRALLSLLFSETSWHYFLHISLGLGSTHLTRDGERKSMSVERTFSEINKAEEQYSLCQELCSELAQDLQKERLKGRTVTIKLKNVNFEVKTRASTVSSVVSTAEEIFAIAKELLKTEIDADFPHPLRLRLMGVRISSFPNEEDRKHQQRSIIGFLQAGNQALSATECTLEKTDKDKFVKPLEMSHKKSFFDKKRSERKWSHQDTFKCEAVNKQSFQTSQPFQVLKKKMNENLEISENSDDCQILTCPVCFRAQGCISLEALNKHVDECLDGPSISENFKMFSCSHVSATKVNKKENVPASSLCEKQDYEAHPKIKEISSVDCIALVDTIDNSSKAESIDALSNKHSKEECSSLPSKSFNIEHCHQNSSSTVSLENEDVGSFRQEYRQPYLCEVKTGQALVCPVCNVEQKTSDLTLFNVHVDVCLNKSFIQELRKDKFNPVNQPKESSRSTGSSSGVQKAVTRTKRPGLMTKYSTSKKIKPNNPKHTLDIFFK
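Enzyme at 10 nM met test compounds for 15 min at room temperature. Substrate addition (50 nM final) began the reaction, which was monitored by fluorescence at 0 and 10 min.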
Apoferritin bind: binds horse apoferritin like a general anesthetic | Potency, µM (titrated, usually from 77.5 µM), for the others: at the top dose activity change, negative = displacement, usual class: inhibitors | AID 485281 | hit rate 0.074% among 350,000 | apoferritin/1-aminoanthracene competitive binding, fluorescence | P02791; also: potency is read from the fitted curve at half-maximal effect; % is scaled to controls: 0 for no effect and ±100 for the full control effect; nearly all actives have a fitted effect of over 20% in size
Target sequence (P02791 2-175 limits assumed): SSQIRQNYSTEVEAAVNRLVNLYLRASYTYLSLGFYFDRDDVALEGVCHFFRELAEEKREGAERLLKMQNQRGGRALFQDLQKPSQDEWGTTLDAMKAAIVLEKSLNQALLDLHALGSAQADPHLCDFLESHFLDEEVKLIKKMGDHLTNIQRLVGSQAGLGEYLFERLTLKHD
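10 uM apoferritin + 50% sat. 1-AMA, PBS; cpd 10 min RT; Ex380/Em535 endpoint; normalized to free probe vs complex; 4-param Hill fit; propofol titration as pos. ctrl.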
Pol beta inh: DNA polymerase beta (human) inhibition. P06746. Pol beta primer extension/strand displacement, fluorescence kinetic. Potency, µM (series often up to 114 µM), for the others: at the highest dose activity change, negative = inhibition, usual class: inhibitors. hit rate 1.3% among 340,000; also: potency is read from the fitted curve at half-maximal effect; % is scaled to controls: 0 for no effect and ±100 for the full control effect
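Enzyme-only controls used 10 nM Pol beta; buffer lacking enzyme served as negative control. Compound preincubated 15 min, then 50 nM substrate added; 0 and 10 min reads at room temperature.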
RXFP1 antag: blocks the human relaxin receptor RXFP1 | Q9HBX9 | HEK293-RXFP1, relaxin-stimulated cAMP HTRF, 30 min; active compounds read low | activity change, negative = inhibition, % at 57.5 µM | hit rate 0.59% among 350,000;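 active = activity change of -60% or lower, but not beyond a set lower limit; inconclusive = change between -60% and -40%, or beyond the set limit; inactive = change above -40%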; also: % is scaled to controls: 0 for no effect and ±100 for the full control effect
Pol eta inh: inhibitors of human DNA polymerase eta; Q9Y253; recombinant Pol eta, fluorescent DNA replication assay; Potency, µM (titrated, usually from 114 µM), inactives show top-dose activity change, negative = inhibition, actives largely listed as inhibitors; hit rate 1.2% among 390,000; also: potency is read from the fitted curve at half-maximal effect; % is scaled to controls: 0 for no effect and ±100 for the full control effect
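Fluorescent replication assay: 50 nM final substrate added after a 15 min room-temperature compound preincubation with 10 nM enzyme. Signal taken at 0 min and again at 10 min.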
PGK inhibitor: inhibitors of T. brucei phosphoglycerate kinase | hit rate 0.043% among 380,000 | Potency, µM (top dose mostly 57.5 µM), for inactives: at the highest dose activity change, negative = inhibition, most hits filed as inhibitors | PGK/GAPDH coupled, Kinase-Glo luminescence, 60 min | P07378; also: potency is read from the fitted curve at half-maximal effect; % is scaled to controls: 0 for no effect and ±100 for the full control effect; nearly all actives have a fitted effect of over 60% in size
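Recombinant glycosomal PGK reaction used 1,3-bisphosphoglycerate generated in-well by GAPDH (100nM final) in 100mM TEA pH 7.6, 5mM MgCl2, 0.01% Tween-20. After 60 minutes at room temperature, ATP was read by Kinase-Glo Plus luminescence end-point.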
APEX1 inh: blocks human APE1 abasic DNA cleavage | recombinant APE1, TAMRA/BHQ-2 abasic DNA cleavage fluorescence | hit rate 0.35% among 350,000 | AID 2517 | Potency, µM (doses to about 65.8 µM), for the others: at the highest dose activity change, negative = inhibition, usual class: inhibitors;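 also: potency is read from the fitted curve at half-maximal effect; plate controls were vehicle for no effect and reference inhibitor for full effect; nearly all actives have a fitted effect of over 55% in size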
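Compound pre-exposure to 0.75 nM APE1, 15 min at ambient temperature. Reaction initiated with 50 nM TAMRA/BHQ-2 THF substrate, read immediately in kinetic mode, 525 nm excitation, 598 nm emission.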
Numbers without * were called inactive; i = inactive; ? = inconclusive; · = not tested or not shown; & = joins results of further samples; [ ] = another dose, or the depositor's remark. Unless noted, calls follow the shape of the dose curve; as a rule, active = well fitted curve in the direction sought with a large enough effect; inconclusive = small, poorly fitted or top-dose-only effect, or another doubt; inactive = no such curve, though single readings can be large; an effect the other way counts as inactive or inconclusive.

Molecule	POLI inh	BLM helicase inh	Pol kappa inh	Apoferritin bind	Pol beta inh	RXFP1 antag	Pol eta inh	PGK inhibitor	APEX1 inh
COc1ccc(Cl)cc1NC(=O)c1cnc2sccn2c1=O	9.9%	0.0%	-6.2%	10.7%	-2.1%	·	12.2%	-2.4%	0.3%
CCC(=O)N1CCc2cc(S(=O)(=O)NC(CC(C)C)C(=O)NCc3ccc(F)cc3)ccc21 (stereo not drawn)	11.2%	-0.7%	-21.5%	-19.6%	-9.3%	-17.5	-4.4%	-2.0%	·
Cc1ccc2c(c1)C1CN(C)CCC1N2C(=S)NC(=O)c1ccc(Br)cc1 (stereo not drawn)	16.4%	-5.0%	-9.6%	-0.4%	21.8%	-4.2	-9.4%	i	8.1%
COC(=O)C1=C[C@@H](C(=O)OC)[C@@H]2C3=C(C(=O)[C@@]2(C)NC(=O)c2ccccc2)[C@H](C)n2c(=O)n(C)c(=O)n2[C@@H]3C1	-3.3%	·	-9.6%	·	·	·	-0.4%	1.4%	·
Cc1sc(NC(=O)c2ccc(Br)s2)c(C(N)=O)c1C	4.4%	-0.4%	-12.3%	-9.9%	-0.1%	-14.7	-16.6%	21.2%	1.1%
CCCn1c2c(c(O)c(C(=O)Nc3ccc(OC)cc3)c1=O)CCCC2	7.7%	-7.6%	2.7%	-7.0%	2.7%	10.3	-1.2%	-2.2%	5.7%
Cc1cccc(NC(=O)N2CC(=O)Nc3sc4c(c3C2c2ccccc2)CCCC4)c1C (stereo not drawn)	82.0%[activator]	-2.0%	-20.3%	0.9%	?	-34.5	-11.0%	-7.9%	·
CCCc1nnc(SCC(=O)N2CCCCC2)n1CC1CCCO1 (stereo not drawn)	15.2%	0.5%	-1.3%	-8.2%	7.1%	-5.7	-13.8%	-4.0%	-7.8%
CSC1=NSC2=NC(=O)/C(=C/c3coc4ccc(O)cc4c3=O)C(=N)N12	?	-18.3%	39.8µM*	43.2%[activator]	25.1µM*	-12.7	3.16µM*	?	?
COc1ccc(CNC(=O)C2CC(c3ccc(F)cc3)=NO2)cc1 (stereo not drawn)	76.1%[activator]	-1.3%	1.7%	-7.0%	23.3%	3.4	-4.2%	-4.1%	-5.0%
Cc1c(C(C)(C)O)[nH]c2ccc(C(F)(F)F)cc12	24.7%	-6.3%	-11.8%	?	0.9%	·	?	0.6%	22.4%
Cc1ccc(-c2nn(CC(=O)O)c(=O)c3ccccc23)cc1	-17.8%	5.9%	-3.3%	-5.6%	8.0%	21.7	0.3%	-9.4%	-3.0%
CCn1c(CCc2ccccc2)n[nH]c1=S	133.0%[activator]	-4.3%	-6.3%	-14.1%	-0.7%	-16.4	4.7%	6.8%	15.6%
Cc1ccc(S(=O)(=O)N(C)CC(=O)OCc2nnc(-c3ccccc3)o2)cc1	1.4%	2.0%	-12.7%	-9.0%	2.3%	3.6	-1.7%	-0.1%	-5.0%
CCN(CCCNC(=O)CCNC(=O)Cn1ccc2ccccc2c1=O)c1ccccc1	-1.4%	-3.0%	-15.7%	5.7%	-26.4%	-10.1	-2.9%	3.9%	0.2%
Cc1ccccc1NS(=O)(=O)c1cc(C(=O)Nc2cccnc2)ccc1C	-0.3%	-15.1%	-3.5%	-7.4%	27.3%	-9.7	-19.7%	1.7%	6.2%
O=C(Nc1cccnc1)/C(N=Nc1cccnc1)=C(\O)c1ccccc1	26.1%	2.0%	-14.3%	-4.9%	-19.7%	0.6	-13.0%	-9.3%	-1.4%
CCc1cc(C(=O)Cc2nc3ccccc3s2)c(O)cc1OCC(=O)O	?	-3.6%	-10.5%	14.2%	-1.6%	-7.6	-9.2%	-5.7%	14.3%
COc1ccc(CNC(=O)c2cc3c(s2)CS(=O)C3)cc1 (stereo not drawn)	-22.0%	-0.5%	8.9%	0.0%	4.1%	·	-6.9%	-6.6%	-1.9%
Cn1c2ccccc2c2ccc3c(c21)C(=O)C=CC3=O	54.5%[activator]	·	-23.7%	·	·	?	?	-10.6%	·

The list goes on.
Molecule	POLI inh	BLM helicase inh	Pol kappa inh	Apoferritin bind	Pol beta inh	RXFP1 antag	Pol eta inh	PGK inhibitor	APEX1 inh
COc1cc2c(cc1OC)C(c1ccc(-c3ccccc3Cl)o1)=NCC2	63.9%[activator]	-3.4%	-18.0%	-10.3%	-15.9%	-8.7	-21.1%	-2.7%	-2.2%
C[C@]12c3[nH]c4cc(-c5ccco5)ccc4c3CCN1C(=O)[C@@H](CC(=O)NCC13CC4CC(CC(C4)C1)C3)C[C@@H]2C(=O)N1CCOCC1	-11.5%	·	-5.1%	·	·	·	-15.0%	-0.9%	-17.6%
COc1ccc(C2CC2/C(C)=N/OC(=O)c2cccs2)cc1 (stereo not drawn)	-4.0%	-8.3%	-20.0%	?	-0.3%	4.3	-8.6%	-5.6%	-2.5%
CCn1c(SCC(=O)N=Nc2c(O)[nH]c3ccccc23)nc2ccccc21	4.2%	-0.5%	-0.1%	-1.6%	-22.8%	-5.7	-21.0%	-1.2%	-0.2%
O=C(NCCc1ccccn1)C1CCN(S(=O)(=O)c2ccc(Cl)cc2)CC1	116.8%[activator]	-0.6%	-15.4%	-7.8%	1.9%	-13.2	-11.6%	-3.7%	-4.6%
COC(=O)c1cc(CSc2nc3ccccc3[nH]2)oc1C	10.3%	-2.0%	-12.3%	-18.1%	-0.2%	·	-12.3%	5.1%	1.5%
CC(=O)Nc1ccc(NC(=S)Nc2ccc(F)cc2)cc1	71.2%[activator]	0.7%	-5.6%	-2.0%	44.3%[activator]	-6.6	-16.1%	i	?
CC(SCc1ccccc1)C(=O)N/N=C/c1cccs1 (stereo not drawn)	-7.5%	6.8%	-13.6%	-9.0%	29.8%	1.2	-15.4%	-5.5%	14.9%
COc1cc(/C=C2\SC(=O)NC2=O)ccc1OCc1ccc(Cl)nc1	?	0.2%	-14.4%	4.9%	26.8%	-3.2	-15.3%	-4.8%	?
COc1ccc(CNC2C[C@H]3CCCC(=O)N4CC[C@@H](C2)[C@@H]34)cc1 (stereo partly drawn)	7.2%	2.1%[75.6 µM]	-13.5%&-1.1%	4.0%[110 µM]	·	·	-0.5%	1.3%	-10.2%&9.7%
COc1ccccc1NS(=O)(=O)c1cc(NC(=O)/C=C/c2cccs2)ccc1N1CCOCC1	21.0%	2.2%	-8.4%	5.8%	4.2%	1.3	-16.8%	13.8%	8.4%
CC1CCc2c(sc(NC(=O)C3c4ccccc4Oc4ccccc43)c2C(N)=O)C1 (stereo not drawn)	-0.7%	-4.8%	-7.1%	2.2%	5.5%	-0.6	-7.2%	-8.4%	15.7%
CC(C)c1ccc(NC(=O)c2snc3ccc(Cl)cc23)cc1	7.0%	-1.7%	-5.1%	-17.0%	1.3%	-3.9	-4.8%	-6.8%	-2.2%
Cc1ccc(S(=O)(=O)Nc2cccc(C(=O)NCCCn3ccnc3)c2)cc1F	8.7%	·	0.7%	·	·	-7.5	-8.0%	i	12.6%
CC(=O)Cc1nsc(Nc2ccc(C)cc2)n1	81.3%[activator]	-4.1%	0.7%	-2.1%	0.3%	-4.9	-14.6%	i	4.3%
O=C(c1ccc(NC(=S)NCc2ccco2)cc1)N1CCOCC1	-14.8%	-1.0%	-16.3%	-8.0%	2.0%	2.4	-8.5%	-6.0%	-2.6%
CCc1nn(CC(=O)NCCC(C)C)c(=O)c2cc3c(OC)cccc3n12	?	-2.2%	-4.6%	5.3%	28.1%	13.7	0.7%	·	-5.1%
O=C(CC(C(=O)O)c1ccccc1)c1cccs1 (stereo not drawn)	-10.1%[58.9 µM]	-7.4%	-6.6%	1.7%	?	-2.0	-17.1%	-8.1%	0.2%
CCOC(=O)c1ccc(Nc2cc(C)nc3ncnn23)cc1	47.0%[activator]	-16.3%	-8.0%	-17.5%	5.3%	-9.1	-11.2%	-5.2%	8.0%
Cc1ccc(C(=O)Nc2ccc3c(c2)OCO3)cc1S(=O)(=O)N1CCOCC1	24.5%	-2.4%	-9.9%	-7.3%	1.1%	-2.4	-17.7%	3.4%	-3.2%

Next part:
Molecule	POLI inh	BLM helicase inh	Pol kappa inh	Apoferritin bind	Pol beta inh	RXFP1 antag	Pol eta inh	PGK inhibitor	APEX1 inh
CCOC(=O)C(=O)Nc1ccccc1C#N	18.0%	0.0%	-6.0%	-0.2%	13.3%	-6.5	-18.5%	-2.1%	2.0%
CC(=O)Nc1ccc(NS(=O)(=O)C(F)(F)F)cc1	13.9%	0.4%	-17.4%	4.4%	-15.1%	0.2	-11.7%	1.0%	-0.7%
COc1cccc(C(=O)NC2CCCc3ccccc32)c1OC (stereo not drawn)	47.6%[activator]	-0.8%	9.7%	-0.4%	0.3%	-4.0	-16.1%	-9.8%	13.2%
O=C(O)c1ccc(Br)cn1	?	-10.8%	-6.3%	-2.1%	-2.6%	-6.8	-7.1%	i	4.1%
COc1ccccc1N1C(=O)C2CC(C)=C(C)CC2C1=O (stereo not drawn)	7.5%	-4.9%	-5.5%	?	20.3%	-1.2	9.8%	·	11.5%
COc1cc(OC)cc(C(=O)NC(=S)N(Cc2ccccc2)C(C)C)c1	179.4%[activator]	-5.4%	-1.9%	-11.5%	1.7%	-25.9	-14.4%	i	-3.1%
O=C(COC(=O)Cc1ccc(S(=O)(=O)N2CCOCC2)s1)Nc1ccccc1	47.6%[activator]	·	-3.5%	·	·	-33.9	-16.2%	i	8.4%
COc1cc(C)c(C(C)C)cc1S(=O)(=O)N1CCOCC1	0.1%	-0.2%	-6.3%	-13.5%	-1.0%	-3.8	9.3%	4.7%	-5.2%

The list is partial; rates above refer to the full screens.
